Screens (PubChem BioAssay)
ALOX12 inh: ALOX12 (human) lipoxygenase inhibition; AID 1671190; hit rate 1.1% among 580,000; purified 12hLO, xylenol orange hydroperoxide absorbance; Potency, µM (titrated, usually from 108 µM), without a hit: at the top dose activity change, negative = inhibition, most hits filed as inhibitors; P18054; active means well fitted inhibition curve with a large enough effect; inconclusive means small, poorly fitted or top-dose-only effect, or another doubt; inactive means no such curve, though single readings can be large or run the other way
Target sequence (P18054 whole entry, looked up): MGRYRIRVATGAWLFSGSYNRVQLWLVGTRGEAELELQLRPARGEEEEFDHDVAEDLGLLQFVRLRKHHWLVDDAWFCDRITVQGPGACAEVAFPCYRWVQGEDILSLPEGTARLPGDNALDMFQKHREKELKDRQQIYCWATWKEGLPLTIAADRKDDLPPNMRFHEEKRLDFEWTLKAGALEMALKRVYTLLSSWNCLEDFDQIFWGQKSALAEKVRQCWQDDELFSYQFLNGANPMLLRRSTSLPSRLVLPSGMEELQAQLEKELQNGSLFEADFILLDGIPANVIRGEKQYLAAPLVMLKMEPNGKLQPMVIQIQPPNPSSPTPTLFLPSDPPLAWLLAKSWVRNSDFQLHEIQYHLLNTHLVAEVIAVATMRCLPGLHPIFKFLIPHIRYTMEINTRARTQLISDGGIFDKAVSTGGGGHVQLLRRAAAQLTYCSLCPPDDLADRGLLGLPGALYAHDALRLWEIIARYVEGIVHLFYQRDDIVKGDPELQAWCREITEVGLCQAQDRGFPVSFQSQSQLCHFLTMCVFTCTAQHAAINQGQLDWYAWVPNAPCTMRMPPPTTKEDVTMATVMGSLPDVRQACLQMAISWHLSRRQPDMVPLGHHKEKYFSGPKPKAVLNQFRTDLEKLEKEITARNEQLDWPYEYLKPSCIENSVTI
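Hydroperoxide product was detected by ferrous iron/xylenol orange as the 573 to 405 nm absorbance ratio. Arachidonic acid at 40 uM (final) was turned over for 30 min at room temperature by 150 nM human 12hLO, pH 7.0 Hepes buffer, after 15 min compound preincubation.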
An asterisk follows results filed as active; ? = inconclusive; [ ] = remark or other dose. On the % scale 0 is the no-effect control and ±100 the full control effect; potency means the concentration at half of the fitted maximal effect. A portion of the library (hit frequency here may not be typical).

SMILES	ALOX12 inh
CCOc1cccc(C(C)NC(=O)N(C)Cc2ccc(C#N)cc2)c1 (stereo not drawn)	?
Cc1cccc(N(CC(=O)N[C@H]2CC[C@H]2NC2CCCC2)S(C)(=O)=O)c1	1%
CCC(C)NC(=O)N1CC(Oc2ccccc2-c2nc(-c3ccccc3)no2)C1 (stereo not drawn)	-3%
COC(=O)[C@@]12C[C@@H](CC(=O)N3CCCCC3)C(=O)N(Cc3cccc4ccccc34)C1=CCC(C)(C)C2	5%
COCCNC(=O)C[C@@H]1C[C@H]2O[C@H](CNC3CCCC3)[C@@H](O)[C@H]2O1	-6%[176 µM]
OC1(c2csc(CN3CCN(c4ccccn4)CC3)n2)CCN(CC2CCCCC2)CC1	25%
CC(Oc1ccc(F)cc1)C(=O)N1CCN(c2nccs2)CC1 (stereo not drawn)	11%
Clc1ccc(-c2cc3ccccn3c2)cc1	4µM*
Cc1ccc(NS(=O)(=O)c2cc(C(=O)Nc3ccc4oc(C)nc4c3)ccc2C)cc1	0%
C#Cc1cccc(NC(=O)C(C)OCC)c1 (stereo not drawn)	0%
COc1ccc(CNC(=O)c2cc(-c3ccc(OC)cc3)nc3ccccc23)cc1	?
O[C@@H]1C[C@@H](c2nc(-c3ccccn3)no2)N(Cc2cccc(OC(F)(F)F)c2)C1	50%[activator][176 µM]
CC(C)CC(NC(N)=O)C(=O)N1CCN(S(=O)(=O)c2ccc(C(C)C)cc2)CC1 (stereo not drawn)	24%
CN(C/C=C/c1ccccc1)C(=O)c1ccc(C2CCCNC2)cc1 (stereo not drawn)	?
O=C(O)COc1ccc2cc(-c3ccc(OC(F)(F)F)cc3)c(=O)oc2c1	-22%

Grouped by structure: the compounds so far containing a carbonyl joined to an NH by a bond outside any ring
SMILES	ALOX12 inh
CCOc1cccc(C(C)NC(=O)N(C)Cc2ccc(C#N)cc2)c1 (stereo not drawn)	?
Cc1cccc(N(CC(=O)N[C@H]2CC[C@H]2NC2CCCC2)S(C)(=O)=O)c1	1%
CCC(C)NC(=O)N1CC(Oc2ccccc2-c2nc(-c3ccccc3)no2)C1 (stereo not drawn)	-3%
COCCNC(=O)C[C@@H]1C[C@H]2O[C@H](CNC3CCCC3)[C@@H](O)[C@H]2O1	-6%[176 µM]
Cc1ccc(NS(=O)(=O)c2cc(C(=O)Nc3ccc4oc(C)nc4c3)ccc2C)cc1	0%
C#Cc1cccc(NC(=O)C(C)OCC)c1 (stereo not drawn)	0%
COc1ccc(CNC(=O)c2cc(-c3ccc(OC)cc3)nc3ccccc23)cc1	?
CC(C)CC(NC(N)=O)C(=O)N1CCN(S(=O)(=O)c2ccc(C(C)C)cc2)CC1 (stereo not drawn)	24%

Returning to the listing with the 2 entries that preceded the break.
SMILES	ALOX12 inh
CN(C/C=C/c1ccccc1)C(=O)c1ccc(C2CCCNC2)cc1 (stereo not drawn)	?
O=C(O)COc1ccc2cc(-c3ccc(OC(F)(F)F)cc3)c(=O)oc2c1	-22%
c1ccc(-c2cnc([C@@H]3COCCN3Cc3ccncc3)[nH]2)cc1	40%[activator][176 µM]
CN(C)c1ccc(CN2CCNc3cc(Nc4ccccc4)ncc3C2)cc1	0%[176 µM]
C=CCNC(=S)NNC(N)=S	8.9µM*
CC(C)c1ccc(C(=O)N2CCN(C(=O)c3cccc4ncccc34)CC2)cc1	-1%
COCC(=O)N[C@@H]1CN(Cc2ccncc2)C[C@H]1CN(C)C	133%[activator]
NC(=O)[C@@H]1CCCN1C(=O)CC1(c2cccc(F)c2)CC(=O)N(C2CCCC2)C1=O (stereo partly drawn)	-1%
COCCn1cnc2c1c(=O)n(Cc1ccc(C(N)=O)cc1)c(=O)n2CC(C)C	3%
Fc1ccc2c(c1)nc1n2[C@@H](CNC2CCCCC2)COC1	16%[176 µM]
COc1cc(-c2cnc3ccccc3c2)cc2c1OCCN(S(=O)(=O)C[C@]13CC[C@H](CC1=O)C3(C)C)C2	3%
CC(=O)N1CCN(c2ncnc3c2CN(c2ccc([N+](=O)[O-])cc2)C(=O)N(C)C3)CC1	9%
Cc1nc2c(c(=O)[nH]1)CCN(C(=O)CCc1n[nH]c3c1CCCC3)C2	?
Cc1ccc(OCc2nc(C3CCCCN3C(=O)c3cc(F)ccc3F)no2)cc1 (stereo not drawn)	?
O=C(Nc1cccnc1Cl)C1CCCCC1	13%
O=C(Nc1ccc2c(c1)C(=O)N1CCC[C@H]1C(=O)N2)c1cc(-c2ccc3c(c2)CCO3)n[nH]1	?
COc1ccc(CN2CC[C@H](c3nnc(C)o3)C2)cc1	26%[176 µM]
COc1ccc(CN2CCC3(CC(=O)Nc4ccccc4N3)C2)cc1 (stereo not drawn)	3%[6.33 µM]
CCS(=O)(=O)N1CCC(N2C(=O)C(OCC3CC3)C23CCCCC3)CC1 (stereo not drawn)	54%[activator]
CCCS(=O)(=O)N1CCCC(Cn2c(C3CC3)nc3cccnc32)C1 (stereo not drawn)	33%[activator]
Cc1nn(-c2ccc(N3CCCCC3)nn2)c(C)c1CCC(=O)NCCc1ccco1	?
Cc1ccnn1CC(=O)N1CCOc2c(cc(-c3ncc(C(F)(F)F)cc3Cl)cc2OCC2CCCO2)C1 (stereo not drawn)	10%
CC(C)CNC(=O)C1COC2(CCN(C(=O)c3ccccc3Cl)CC2)N1C(=O)c1ccccc1 (stereo not drawn)	46%[activator]
ClC(=C\c1ccccc1)/C=N/N1CCN(Cc2ccc(Cl)cc2)CC1	?
O=C1NCCCCCCN(S(=O)(=O)c2ccccc2)[C@H]2CCC[C@@H]12	1%
COCCNC(=O)c1ccc2nnc(-c3ccc(Cl)cc3Cl)n2c1	0%[6.33 µM]
Cc1[nH]c2c(F)cccc2c1CC(=O)N(C)Cc1ccc2nsnc2c1	66%[activator]
COc1ccc(-c2cnc3[nH]cc(CC(=O)Nc4cccc(N(C)C)c4)c3c2)cc1	-24%[176 µM]
CN1CCC(N2C[C@H](O)C[C@H]2c2nc(Cc3ccccc3)no2)CC1	6%[176 µM]
CCOc1ccc(CN(CCOC)Cc2cc(=O)n3ccc(C)cc3n2)cc1	?
Cc1cc(S(=O)(=O)c2ccc(O)c(C)c2)ccc1O	-65%
O=C(NCc1ccc(F)cc1)c1cc(C2CC2)nc2onc(C3CCNCC3)c12	?
CN(C)c1cccc(-c2cn(C)c(=O)n3cc(COc4ccnn4C)nc23)c1	2%[176 µM]
COc1ccc(Cl)cc1C(=O)N1CCC2(CC1)CN(C(C)=O)CC2CO (stereo not drawn)	46%[activator]
CC(C)c1ccc(N2C(=O)N[C@@H]3CCN(C(=O)CC4(CC(=O)O)CCCC4)[C@@H]3C2=O)cc1	-11%
Cc1ccc(C(=O)N2CCN(C(c3ccc(F)cc3)c3ccc(F)cc3)CC2)o1	47%[activator]
CCCCCCCCCCCCS(=O)C1CCCCC1OC(C)=O (stereo not drawn)	?
O=C(N[C@@H]1CN(Cc2ccc(Cl)c(F)c2)C[C@H]1CO)C1CCC1	?
CCC(CC)NC(=O)c1cccc(OC)c1	35%[activator]
O=C(NCC1(N2CCOCC2)CCCCC1)c1cnn(-c2nccc(-c3ccco3)n2)c1C1CC1	14%
CC1CCC(NC(=O)C2CC=CCC2)CC1 (stereo not drawn)	30%[activator]
COc1ccc(Cl)cc1C(=O)N1CCCC(c2[nH]ccc2C(N)=O)C1 (stereo not drawn)	25%
COCCCN(CCC(=O)NCCC(C)C)C(=O)c1ccoc1	52%[activator]
CCN(CC(=O)N(C)C)C(=O)CCc1ncc(-c2ccccc2Cl)o1	7%
Cc1cc(C)n(CC(=O)N[C@@H]2CN(Cc3ccccc3)C[C@H]2CN(C)C)n1	23%
COc1cc(OC)c(NC(=O)c2ncoc2-c2ccc(C)o2)cc1Cl	-5%
Cc1cc(NC(=O)[C@@H]2CCCN2S(=O)(=O)c2ccc(OC(C)C)cc2)no1	?
COc1cc(/C=C/C(=O)OC(C)C(=O)c2ccccc2)ccc1OCC#N (stereo not drawn)	15%
Cc1nc(C)c(C(=O)N2CC[C@H](CO)[C@H](NC(=O)C3CC3)C2)s1	45%[activator]
CC(=O)N1CCC([C@@H]2CN(Cc3cc(F)c(F)c(F)c3)C[C@H]2CO)CC1	22%
COc1cccc(CNC(=O)Cn2cccc2-c2nc(-c3ccc(OC)c(F)c3)no2)c1	?
CC(=O)c1ccc(S(=O)(=O)NCCC(=O)O)cc1	-4%
Cc1cccc(C)c1NC(=O)C(Nc1ccccc1)c1ccccc1F (stereo not drawn)	-20%
COc1ccc(CC2CCN(C(=O)c3c(C)noc3-c3ccc4c(c3)OCO4)CC2)cc1	-6%
CCCC(O)(C(N)=O)c1ccccc1 (stereo not drawn)	15%
CCOC(=O)C1=CCN(S(=O)(=O)c2cccc(Cl)c2)C1c1ccc(Cl)c(Cl)c1 (stereo not drawn)	2%
Cc1ccccc1C(CC(=O)NCc1cccnc1)c1ccccc1 (stereo not drawn)	13%
CCCc1cc(CN(C)C(=O)C2CC(=O)N(c3ccc(C(C)C)cc3)C2)[nH]n1 (stereo not drawn)	17%
COc1ccc(C2Cn3nnc(C(=O)N4CCN(C(=O)c5ccc(C)s5)CC4)c3CO2)cc1 (stereo not drawn)	?
COc1ccc(C2(c3nc(C4CC(=O)N(C5CCCCC5)C4)no3)CC2)cc1 (stereo not drawn)	-2%
CCOC(=O)CNc1cccc(C(=O)O)c1	-28%
CCc1ccccc1NC(=O)N1C[C@@H](F)C[C@H]1C(=O)N1CCCCC1	35%[activator]

Continuation:
SMILES	ALOX12 inh
C/C(=C\c1ccccc1)CN1CCC2(Cc3ccccc3CNC2=O)C1 (stereo not drawn)	?
Cc1noc(CSc2ccccc2C(=O)N2CCCc3ccccc32)n1	47%[activator]
COc1ccc(NC(=O)c2cccc3c2CCN3C(=O)Nc2ccc(F)cc2)cc1	-13%
O=C1/C(=C/c2cccc3ccccc23)Cc2ccccc21	-27%
NC1CCC(n2cc(C(=O)NC3CCCN(c4ncccn4)C3)nn2)CC1 (stereo not drawn)	?
C[C@@H]1OC(C2CCCCC2)N(C)[C@H]2C[C@H]3c4[nH]c5c(-c6ccc7c(c6)OCO7)cccc5c4CCN3C[C@@H]12 (stereo partly drawn)	10%
CCOC(=O)c1c(NC(=O)CCCN2CCCCC2)sc2c1CC(C)(C)OC2	?
Cc1cccc(C2CC(=O)NC3=C2C(=O)CC(C)(C)C3)c1 (stereo not drawn)	12%
CCCCC1CCNC1 (stereo not drawn)	?
COCCN1C(=O)CS(=O)(=O)C12CCN(C(=O)C1CC1)CC2	33%
NC(=O)N1CCCC1C(=O)N1CCC(c2cc(Cc3ccccc3)[nH]n2)CC1 (stereo not drawn)	45%[activator]
Cc1nn(CC(=O)Nc2ccc(N3CCCCC3)cc2)c(=O)c2ccccc12	-10%
Cc1ccc2c(C(=O)NCc3cc(F)cc(F)c3)cc(NC(=O)C(C)C)cc2n1	33%[activator]
CC1CCCCN1C(=O)CSc1nc2ccsc2c(=O)n1-c1cc(F)cc(F)c1 (stereo not drawn)	2%
COc1cc(C2C(C(=O)OC(C)C)=C(C)Nc3nc4ccccc4n32)cc(OC)c1OC (stereo not drawn)	10%
CC1CN=C(c2ccc(Cl)cc2)c2c3ccc(C(F)(F)F)cc3[n+]([O-])n21 (stereo not drawn)	-28%
O=[S+]1([O-])NCC2(CCN(Cc3ccccn3)CC2)Nc2ccccc21	110%[activator]
CN(Cc1ccc(-c2ccccc2)cc1)CC1CCCCC1	15%[176 µM]
C/C(=N/Nc1ccc(S(=O)(=O)Nc2ccc(C)cc2C)cc1[N+](=O)[O-])c1ccc(C)c([N+](=O)[O-])c1	-4%
CC1CCC/C(=C(\C#N)C(N)=S)C1 (stereo not drawn)	4%
Cc1ccc(N2C(=O)c3n[nH]c(C)c3C2c2ccc(O)cc2)cc1 (stereo not drawn)	?
CC[C@@]1(O)CCN(C(=O)c2cccc(-c3cccc(OC)c3)c2)C[C@H]1O	38%[activator]
Cc1cc(C(C#N)c2ccc(Cl)cc2)c(Cl)cc1N (stereo not drawn)	?
Cc1noc([C@@H]2CN(S(=O)(=O)c3ccc(Cl)s3)C[C@H]2C(N)=O)n1	4%
CCOC(=O)c1ccc(NC(=O)NCc2nc(-c3ccccc3)oc2C)cc1	?
Cc1cccc(N2CCN(C(=O)C3CCN(S(=O)(=O)c4cn(C)c(C)n4)CC3)CC2)c1C	?
CCN(CC)C(=S)Nc1c(C)cccc1C	?
CCc1ccc(C(=O)CC2(O)C(=O)Nc3ccc(F)cc32)cc1 (stereo not drawn)	-18%
Cc1nc(N2CCC(NC(=O)c3cc4ccccc4[nH]3)CC2)cc(C(F)(F)F)n1	-18%
COc1ccc(-c2cn3c(n2)CO[C@@H](CNCc2ccc(F)c(F)c2)C3)cc1	-5%[176 µM]

Exported as a markdown table: seven of the compounds above
| SMILES | ALOX12 inh |
| --- | --- |
| CN(Cc1ccc(-c2ccccc2)cc1)CC1CCCCC1 | 15%[176 µM] |
| C/C(=N/Nc1ccc(S(=O)(=O)Nc2ccc(C)cc2C)cc1[N+](=O)[O-])c1ccc(C)c([N+](=O)[O-])c1 | -4% |
| CC1CCC/C(=C(\C#N)C(N)=S)C1 (stereo not drawn) | 4% |
| Cc1ccc(N2C(=O)c3n[nH]c(C)c3C2c2ccc(O)cc2)cc1 (stereo not drawn) | ? |
| CC[C@@]1(O)CCN(C(=O)c2cccc(-c3cccc(OC)c3)c2)C[C@H]1O | 38%[activator] |
| Cc1cc(C(C#N)c2ccc(Cl)cc2)c(Cl)cc1N (stereo not drawn) | ? |
| Cc1noc([C@@H]2CN(S(=O)(=O)c3ccc(Cl)s3)C[C@H]2C(N)=O)n1 | 4% |

Continuation:
SMILES	ALOX12 inh
O=C(COc1ncnc2ccccc12)Nc1cccc(F)c1	-26%
O=C(/C=C/c1ccc(Oc2ccccc2)cc1)c1ccc(N2CCOCC2)cc1	0%
COc1ccc2c(c1)[C@@H](NC(=O)C(F)(F)F)[C@@H]1CCCC[C@]21c1ccccc1	9%
O=C(Cc1cccnc1)N1CCCC(c2nc(CCOc3ccc(F)cc3)no2)C1 (stereo not drawn)	61%[activator]
CS(=O)(=O)N1CCCN(C(=O)c2ccco2)CCNC(=O)CC1c1ccccc1 (stereo not drawn)	-4%
